# TDP1 cell CPT: qHTS for Inhibitors of human tyrosyl-DNA phosphodiesterase 1 (TDP1): qHTS in cells in presence of CPT; chicken DT40 Tdp1-/-;hTDP1 cells + 20 nM CPT, ATP luminescence, 48 h; Potency, µM (doses to about 46.2 µM), without a hit: top-dose activity change, negative = growth inhibition, usual class: inhibitors; 420,000 tested, 12% active; AID 686979, 2013; also: nearly all actives have a fitted effect of over 55% in size
#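 Chicken DT40 Tdp1-/- cells complemented with human TDP1, 400 cells/well, exposed to compounds plus 20 nM camptothecin for at least 48 h at 37 C; viability read as ATP content by CellTiter-Glo luminescence.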
# DT40 TDP1 no CPT: qHTS for Inhibitors of human tyrosyl-DNA phosphodiesterase 1 (TDP1): qHTS in cells in absence of CPT; DT40 Tdp1-/- hTDP1 cells, no CPT, ATP luminescence, 48 h; 420,000 tested, 15% active; AID 686978, 2013; Potency, µM (highest dose often 46.2 µM), for the others: at the top dose activity change, negative = growth inhibition, most hits filed as inhibitors; also: nearly all actives have a fitted effect of over 55% in size
#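 Stably hTDP1-transfected Tdp1-null chicken DT40 cells were treated with library compounds minus camptothecin and grown for at least 48 hr at 37 °C, after which cellular ATP was quantified by luminescence.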
# GCN5L2 inh: qHTS Assay for Inhibitors of GCN5L2; Histone acetyltransferase KAT2A (Homo sapiens), Q92830; GCN5L2 HAT assay, ThioGlo1 CoA-SH fluorescence; Potency, µM (top dose mostly 58.9 µM), inactives show top-dose activity change, negative = inhibition, usual class: inhibitors; 390,000 tested, 0.21% active
# Target sequence (Q92830 whole entry, looked up): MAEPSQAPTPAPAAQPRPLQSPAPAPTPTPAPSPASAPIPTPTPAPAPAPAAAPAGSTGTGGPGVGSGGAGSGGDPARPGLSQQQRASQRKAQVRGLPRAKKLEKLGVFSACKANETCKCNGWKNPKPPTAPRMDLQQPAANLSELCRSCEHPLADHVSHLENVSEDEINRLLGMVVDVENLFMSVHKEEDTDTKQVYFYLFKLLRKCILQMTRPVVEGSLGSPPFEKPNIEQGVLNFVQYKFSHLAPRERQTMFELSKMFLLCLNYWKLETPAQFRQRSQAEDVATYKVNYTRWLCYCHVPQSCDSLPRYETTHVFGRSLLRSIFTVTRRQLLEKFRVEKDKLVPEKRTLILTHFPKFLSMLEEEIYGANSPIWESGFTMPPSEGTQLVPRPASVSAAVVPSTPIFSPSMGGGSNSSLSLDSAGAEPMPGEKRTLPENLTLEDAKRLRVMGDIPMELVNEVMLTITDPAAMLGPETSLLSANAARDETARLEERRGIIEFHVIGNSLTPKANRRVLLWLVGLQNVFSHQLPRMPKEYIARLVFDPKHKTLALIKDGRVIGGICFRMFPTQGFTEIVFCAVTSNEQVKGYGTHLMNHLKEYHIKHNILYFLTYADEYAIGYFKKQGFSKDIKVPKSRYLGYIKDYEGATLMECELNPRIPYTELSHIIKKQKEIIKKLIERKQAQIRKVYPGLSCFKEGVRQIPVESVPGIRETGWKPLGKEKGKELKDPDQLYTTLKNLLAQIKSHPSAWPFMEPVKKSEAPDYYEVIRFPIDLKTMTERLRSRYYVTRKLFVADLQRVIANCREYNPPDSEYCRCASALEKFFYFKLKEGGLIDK
#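 Fluorescence readout, Ex340nm/Em540nm: ThioGlo1 (50uM final) reacts with free CoA thiol released as 20nM GCN5L2 acetylates H3(1-25) peptide (75uM) using acetyl-CoA (70uM). Compound and enzyme sat 15 min beforehand; 20 min room-temperature reaction.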
# The depositor's hits bear a star; ? = inconclusive; · = no result given; [ ] = dose if it differs, or a comment. Calls follow the shape of the dose curve; as a rule, active = well fitted curve in the direction sought with a large enough effect; inconclusive = small, poorly fitted or top-dose-only effect, or another doubt; inactive = no such curve, though single readings can be large; an effect the other way counts as inactive or inconclusive. % is scaled to controls: 0 for no effect and ±100 for the full control effect; potency is read from the fitted curve at half-maximal effect.
Compound,TDP1 cell CPT,DT40 TDP1 no CPT,GCN5L2 inh
COc1ccc(C2(c3ccc(OC)cc3)NC(=O)N(CC(=O)Nc3cc(C)on3)C2=O)cc1,?,16.4µM*,-3.6%
CCn1cc(C(=O)N(CCC(C)C)c2c(N)n(Cc3ccccc3)c(=O)[nH]c2=O)c(=O)c2ccc(C)nc21,-5.1%,-23.7%,-9.2%
C=CCOc1ccccc1CN1CCCN(C)CC1,1.2%,-7.9%,-1.2%
O=C(Nc1ccccc1C(F)(F)F)c1cc(-c2ccc(O)cc2)on1,?,-22.7%,-3.8%
O=c1[nH]c(/C=C/c2ccccc2Cl)c([N+](=O)[O-])c(=O)[nH]1,-7.9%,-8.4%,-12.5%
O=C(NCc1ccccc1)C(=O)NCC1COc2ccccc2O1 (centres undefined),2.91µM*,2.59µM*,0.2%
CC(=O)c1ccc(NC(=O)C2=CC(c3ccc(C)cc3)=NS(=O)(=O)N2C)cc1,8.2µM*,4.11µM*,-12.9%
COc1ccc(-n2c(C)nc3c(cnn3-c3ccc(Cl)cc3)c2=O)cc1,?,?,-6.2%
CN(C)S(=O)(=O)N1CCN(C(=O)c2cccc(Br)c2)CC1,-5.9%,-14.6%,-4.3%
CC(C)CCNC(=O)Cn1c(NCCC(C)C)nc2c1c(=O)n(C)c(=O)n2C,-3.0%,-16.5%,·
CCc1cc(=O)[nH]c(SCc2nc(-c3ccccc3)no2)n1,?,?,-9.7%
CC(C)OCC1CC(CC(=O)NC(=S)Nc2cccc([N+](=O)[O-])c2)C(=O)O1 (centres undefined),-24.5%,-22.2%,1.1%
COc1ccc(N2CC(C(=O)N/N=C/c3cccs3)CC2=O)cc1 (centres undefined),-14.7%,6.8%,-4.4%
CCCCN1C(=O)C(O)(CC(=O)c2ccc(CC)cc2)c2cc(Br)ccc21 (centres undefined),?,18.4µM*,-16.2%
COc1cccc(C(=O)CC(=O)C(=O)Nc2cc(Cl)c(OC)cc2OC)c1,?,?,-11.7%

# (listing goes on)
Compound,TDP1 cell CPT,DT40 TDP1 no CPT,GCN5L2 inh
CC1CCc2c(sc3nc(CN4CCN(S(=O)(=O)c5ccccc5[N+](=O)[O-])CC4)[nH]c(=O)c23)C1 (centres undefined),?,?,-5.1%
CCCCNC(=O)C[C@@H]1C[C@@]2(C(=O)OCC)CCC=C2N(Cc2ccccc2)C1=O,-29.5%,-28.6%,·
CCOc1ccc(S(=O)(=O)N2CCC(C(=O)NCCc3ccccc3)CC2)cc1,-22.8%,4.7%,-3.2%
O=[N+]([O-])c1c(O)c(Cl)cc(Cl)c1Cl (tested in a mixture with another compound),13.1%,-17.2%,·
Cc1ccc(NC(=O)C2CCN(C(=O)NCc3ccccc3)CC2)cc1C,0.3%,-22.0%,-0.3%
COc1cc(CN2CCOc3ccc(CN4CCC(O)(c5cccnc5)CC4)cc3C2)cc(OC)c1,5.8%[9.04 µM],-12.5%,·
O=C(CN(c1cccc(Br)c1)S(=O)(=O)c1ccccc1)N/N=C/c1cc([N+](=O)[O-])ccc1O,?,?,·
COc1ccc(OC)c(NC(=O)CCNC(=O)c2ccco2)c1,-12.4%,-12.7%,-2.1%
NC(N)=Nc1ccc(N=C(N)N)cc1,14.1%,1.1%,-5.2%
CCn1cc(C(=O)N[C@@H](C)C(=O)NCCCn2ccnc2)c(=O)c2cc3c(cc21)OCO3,-1.6%,13.5%,-19.4%
O=C(Cc1ccc(Cl)cc1)NC1CC(=O)N(c2ccc3c(c2)OCCO3)C1 (centres undefined),-17.0%,-18.6%,-3.2%
Nc1c(N=O)c(=O)[nH]c(=O)n1-c1ccccc1,-6.8%,0.6%,·
O=C(COC(=O)CCSc1ccccc1)NCc1ccc(F)cc1,14.1%,0.8%,0.3%
O=S(=O)(c1ccccc1)c1nc(-c2ccco2)oc1Nc1ccccc1,?,?,-5.0%
Cc1cc(C)cc(NC(=O)N(CCC#N)Cc2cccs2)c1,4.0%,-28.2%,-0.3%

# Going on with the list.
Compound,TDP1 cell CPT,DT40 TDP1 no CPT,GCN5L2 inh
CCCSc1nc2c3c(sc2c(=O)[nH]1)CC(C)(CC)OC3 (centres undefined),-5.5%,-11.7%,-15.9%
C=CCOc1ccc2c(c1)CCC1C2CCC2(C)C(O)C(O)CC12 (centres undefined),?,?,·
CCN(CC)CCOCCOC(=O)C(CC)(CC)c1ccccc1,?,?,-0.5%
O=C(CS(=O)(=O)Cc1ccccc1)NCc1ccco1,-11.5%,0.2%,-2.9%
CCOC(=O)CCCCC(=O)NC(CO)C(=O)NC (centres undefined),1.3%,-17.8%,-1.6%
NNC(=O)c1cccc(O)c1,-1.5%,13.8%,29.3%
O=C(COC(=O)c1cccc(S(=O)(=O)N2CCOCC2)c1)NCCc1ccccc1,8.7%,1.5%,-2.5%
O=C(CSc1nnnn1-c1cccc2c1CCCC2)N1CCOCC1,-13.4%,-26.9%,2.5%
O=Cc1cccn1-c1ccccc1,-3.3%,-6.5%,-20.8%
O=C(COC(=O)c1cc(S(=O)(=O)N2CCOCC2)ccc1F)NCc1ccco1,4.9%,-6.4%,-0.1%
CN(C)C(=O)COc1ncnc2sc(-c3ccccc3)cc12,-0.1%,-20.9%,-7.6%
COCCOc1cc(N(CC(=O)N(C)C)S(=O)(=O)c2ccccc2)c(Cl)cc1Cl,?,?,-1.4%
Cc1nc2ccc(NC(=S)N3CCCC3)cc2nc1C,-1.2%,9.1%,-4.9%
CS(=O)(=O)N1CCC2(CCN(Cc3ccc(C#N)cc3)CC2)CC1,6.7%,-22.5%,-0.6%
Cc1ccc(/C=C/C(=O)Nc2nnc(SCc3ccc(C#N)cc3)s2)o1,?,?,1.3%

# Following part
Compound,TDP1 cell CPT,DT40 TDP1 no CPT,GCN5L2 inh
Cc1ccc2c(CC(=O)N(C)c3c(N)n(Cc4ccccc4)c(=O)[nH]c3=O)coc2c1,-2.2%,-18.6%,-3.7%
COc1cccc(Cn2cc(C(=O)NCCN(C)C)nn2)c1,10.4%,-16.2%,-2.8%
CC1(C)CC(=O)C(C(=S)Nc2ccc(F)cc2)=C(NCCN2CCOCC2)C1,-6.5%,-7.8%,-4.7%
N#Cc1ccc(Cl)cc1NC(=O)COC(=O)c1ccc2c(c1)OCCO2,3.4%,-5.3%,-1.2%
C/C=C\C=C\C(=O)Nc1cccc(C2=NOC3(C2)C[C@@H](C(N)=O)N(C(=O)C(c2ccccc2)c2ccccc2)C3)c1 (some centres undefined),?,?,20.9%
Cc1ccc(-n2cc[nH]c2=S)cc1C,-1.1%,-12.9%,-3.4%
CCc1nn(CC(=O)NCCCN2CCN(C)CC2)c(=O)c2cc3sc(C)cc3n12,-1.5%,14.5%,-3.7%
Cc1cc(=O)oc2cc(OCc3cc4c(cc3Cl)OCO4)ccc12,?,?,-2.4%
COc1cc(-c2nc(-c3ccncc3)no2)cc(OC)c1OC,-23.7%,0.7%,-7.1%
CC(CCl)n1c(=O)c2ccccc2n1S(C)(=O)=O (centres undefined),-13.7%,-11.4%,·
Cc1cc(C)c(OCC(=O)OC(C)C(=O)NC2CC2)c(C)c1 (centres undefined),6.6%,16.1%,-0.2%
CCOC(=O)C1C2C=CC3(CN(Cc4ccccc4)C(=O)C13)O2 (centres undefined),0.7%,-10.3%,-1.8%
CCN1C(=O)C(CC(=O)Nc2ccc(OC)cc2)N(Cc2cccs2)C1=S (centres undefined),-26.2%,?,-2.9%
CC(C)Oc1cccc(NC(=O)C2(C)CCCN2C(=O)C(C)C)c1 (centres undefined),?,-3.9%,·
CN1C(=O)CC(C(=O)Nc2ccccc2F)SC1=Nc1ccc2c(c1)OCO2 (centres undefined),16.8%,-15.0%,2.3%

# Three compounds picked at random from those above:
Compound,TDP1 cell CPT,DT40 TDP1 no CPT,GCN5L2 inh
CC(C)Oc1cccc(NC(=O)C2(C)CCCN2C(=O)C(C)C)c1 (centres undefined),?,-3.9%,·
O=C(Cc1ccc(Cl)cc1)NC1CC(=O)N(c2ccc3c(c2)OCCO3)C1 (centres undefined),-17.0%,-18.6%,-3.2%
O=C(CS(=O)(=O)Cc1ccccc1)NCc1ccco1,-11.5%,0.2%,-2.9%

# Other structures follow.
Compound,TDP1 cell CPT,DT40 TDP1 no CPT,GCN5L2 inh
Nc1nccnc1C(=O)OCC(=O)N1CCN(S(=O)(=O)c2ccc(Cl)cc2)CC1,-3.5%,1.3%,-23.0%
CC(C)CCOc1ccc(/C=C2\CCn3c2nc2cc(C(=O)O)ccc2c3=O)cc1,?,?,-3.0%
CCc1nc2ccc(C(=O)N3CCN(S(=O)(=O)CC)CC3)cn2c1N(C=O)CCC(C)C,-12.8%,-19.4%,·
O=C(CCS(=O)(=O)c1ccccc1)N1CCOCC1,-2.4%,-14.6%,-2.1%
CCCCOc1ccc(NC(=O)c2cc(F)c(F)cc2Cl)cc1,-1.2%,?,-0.9%
CN(Cc1nc2c(s1)CCCC2)C(=O)CCc1nnc(-c2ccc3c(c2)OCO3)o1,1.5%,-17.0%,-3.8%
CC1CCC(NC(=O)Nc2cccs2)CC1 (centres undefined),-25.6%,-14.6%,-4.9%
COc1cc(OC)cc(C(=O)N2CC(=O)Nc3ccc(Cl)cc3C2c2ccccc2)c1 (centres undefined),?,?,-3.2%
O=C(CC1CCCCC1)NCc1ccccc1Cl,-7.7%,-23.1%,-0.7%
O=C(NCc1ccc(OC(F)(F)F)cc1)c1cccc2c1C(=O)c1ccc(N3CCCC3)cc1S2(=O)=O,-25.2%,18.4µM*,-10.1%
CCC(C)c1ccccc1N1CC(C(=O)NCCc2ccc(OC)c(OC)c2)CC1=O (centres undefined),0.8%,?,1.7%
COc1ccc(OCc2cc(C(=O)NC(C)c3nc(C)cs3)no2)c(Cl)c1 (centres undefined),?,?,·
COc1ccc(NC(=O)C(C)N(c2ccc(C)cc2)S(C)(=O)=O)c(OC)c1 (centres undefined),-23.5%,?,-12.2%
CCOc1ccccc1CNC(=O)c1cc2occc2n1C,9.3%,-7.1%,-1.4%
Cc1ccc(OCC(=O)NNC(=O)Cn2nnc(-c3ccccc3)n2)cc1,6.6%,-7.6%,-14.9%

# The listing continues:
Compound,TDP1 cell CPT,DT40 TDP1 no CPT,GCN5L2 inh
O=S(=O)(NCC(c1cccnc1)N1CCN(Cc2ccccc2)CC1)c1ccc(Cl)cc1 (centres undefined),?,?,-16.8%
CN(C)CCN1CC(O)=C(c2nc3ccccc3s2)C1=N,6.6%,-5.0%,-20.3%
O=S1(=O)N[C@H](Cc2ccccc2)COc2cccc(N3CCC[C@@H]3CO)c21,-4.7%,?,·
COc1cc2c(cc1OC)C(C(=O)Nc1cc(C)c(OC)c(C)c1)CC(=O)N2 (centres undefined),-5.2%,-8.0%,-0.9%
CCOc1ccccc1NC(=O)CS(=O)(=O)c1cn(CC(=O)N2CCOCC2)c2ccccc12,2.2%,-16.3%,-1.5%
Cc1ccc(S(=O)(=O)N(C)C)cc1NC(=O)COC(=O)c1sc2cc(Cl)ccc2c1Cl,?,-1.7%,23.4%
COc1cc(C(=O)Nc2cccc(-c3nc4cc(C)ccc4o3)c2)cc(OC)c1OC,23.1µM*,?,?
CCCOc1ccc(/C(CC)=N/NC(=O)C2(C)CC2(Br)Br)cc1 (centres undefined),2.4%,-27.7%,-6.6%
O=C(CN1C(=O)C2CCCCC2C1=O)Nc1nc2ccc(F)cc2s1 (centres undefined),-4.6%,-12.6%,-20.0%
Cc1cccc(N2CCN(C(=O)c3c(C)oc4ncnc(N5CCOCC5)c34)CC2)c1C,0.2%,-21.5%,12.4%
COc1cc(Cc2cc(N)nc(N)n2)cc(OC)c1OC,3.2%,3.3%,15.8%
COC(=O)c1ccc(C(=O)OC)c(NC(=O)c2cccnc2)c1,31.0%[activator],-3.2%,0.6%
O=C(c1ccccc1)N(Cc1ccco1)C1CCS(=O)(=O)C1 (centres undefined),-3.8%,14.8%,?
Cc1cc(C)cc(NS(=O)(=O)c2ccc(NC(=S)NC(=O)c3ccc(Br)o3)cc2)c1,16.4µM*,16.4µM*,-24.7%
COc1ccc(S(=O)(=O)NCC2CCCN(C(=O)C3CCCC3)C2)cc1 (centres undefined),-24.8%,-16.0%,1.2%

# (listing goes on)
Compound,TDP1 cell CPT,DT40 TDP1 no CPT,GCN5L2 inh
COc1ccc(NC(=O)c2ccc(Cl)cc2)c[n+]1[O-],-10.8%,-17.0%,-0.8%
CCOc1ccc(-n2cnc3sc4c(c3c2=O)CCCC4)cc1,?,?,-3.7%
CN(C(=O)c1cc(S(=O)(=O)N2CCCCC2)c[nH]1)C1CCCCC1,?,?,1.5%
COc1ccc(S(=O)(=O)Nc2ccc(OCC(=O)O)cc2)c2ccccc12,1.7%,-0.3%,-14.7%

# Screening results: PubChem, National Center for Advancing Translational Sciences (NCATS)

# An excerpt. The share of hits here may be higher or lower than overall.
